# Tb hexokinase – Trypanosoma brucei hexokinase 1 inhibitors, primary screen, biochemical, G6PDH-coupled NADH absorbance, MLSCN library; recombinant TbHK1, G6PDH-coupled NADH A340; inhibition, % at 10 µM; actives 0.11% (n = 220,000); AID 1430, 2008;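 active means inhibition of 50% or more in the single-dose primary screen; inactive means inhibition below 50%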
# Rad51 HR inh – human RAD51 strand exchange inhibitors, primary screen, biochemical, fluorescence; hRad51 DNA strand exchange, fluorescence dequenching; actives 0.085% (n = 200,000); inhibition, % at 10 µM; AID 1385, 2008; DNA repair protein RAD51 homolog 1 (Homo sapiens), Q06609;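 active means inhibition above 40% at the single screening dose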;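 further: 0% = DMSO control wells and 100% = blanks with heterologous ssDNA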
# Target sequence (Q06609 whole entry, looked up): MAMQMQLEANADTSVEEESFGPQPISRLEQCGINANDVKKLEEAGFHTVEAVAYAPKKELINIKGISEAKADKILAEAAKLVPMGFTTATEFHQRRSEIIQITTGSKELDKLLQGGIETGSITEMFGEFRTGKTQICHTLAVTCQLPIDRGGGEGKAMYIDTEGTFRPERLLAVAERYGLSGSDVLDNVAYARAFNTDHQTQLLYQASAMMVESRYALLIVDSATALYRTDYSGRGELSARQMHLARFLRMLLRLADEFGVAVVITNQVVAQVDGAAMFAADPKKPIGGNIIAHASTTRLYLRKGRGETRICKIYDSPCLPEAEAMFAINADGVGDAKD
#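 Read-out basis: percent inhibition relative to plate controls and blanks / Assay system: human Rad51 nucleoprotein filaments preassembled on unlabelled ssDNA / Timing: filaments 15 min 37 °C, then compound 30 min / Control set: per-plate controls and blanks / Technique: fluorescence dequenching at 485/520 nm / Compound: 10 µM final, single point / Also added: Fluorescein- and BHQ1-tagged 47-mer duplex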
# EP2 modulator – EP2 receptor modulators, cAMP readout, primary screen, cell-based, HTRF cAMP, PGE2 stimulation | Prostaglandin E2 receptor EP2 subtype (Homo sapiens), P43116 | EP2-expressing cells, cAMP HTRF FRET, PGE2 co-stimulation | induction, % at 25 µM | actives 0.83% (n = 260,000);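 active means compounds whose cAMP rise, as percent of the full-agonist control response, exceeds 60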;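 further: rat C6 glioma line stably carrying human EP2 under a CMV promoter; the protocol text gives 20 µM as final concentration; 100% = response of wells given 1 µM PGE2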
# Target sequence (P43116 whole entry, looked up): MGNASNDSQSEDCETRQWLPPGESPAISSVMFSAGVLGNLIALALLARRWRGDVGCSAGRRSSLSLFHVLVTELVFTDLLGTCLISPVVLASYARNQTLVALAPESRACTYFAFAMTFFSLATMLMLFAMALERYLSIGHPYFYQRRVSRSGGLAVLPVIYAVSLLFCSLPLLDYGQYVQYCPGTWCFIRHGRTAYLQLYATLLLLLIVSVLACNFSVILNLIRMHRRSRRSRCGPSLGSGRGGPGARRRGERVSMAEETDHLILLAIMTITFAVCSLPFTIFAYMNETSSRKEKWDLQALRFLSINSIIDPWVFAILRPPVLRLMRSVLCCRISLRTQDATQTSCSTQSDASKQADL
# EP2 antag – human EP2 receptor antagonists, primary screen, TR-FRET cAMP, C6 glioma cells; Prostaglandin E2 receptor EP2 subtype (Homo sapiens), P43116; inhibition, % at 25 µM; actives 0.52% (n = 260,000); C6 glioma cells expressing human EP2; cells stimulated with saturating PGE2; AID 1422, 2008;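 active means percent inhibition above 40 after rounding to a whole number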;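 further: rat C6 glioma host cells with rolipram phosphodiesterase inhibitor present; the protocol text gives 20 µM as final concentration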
# eIF4E 4G PPI – eIF4E–eIF4G protein interaction inhibitors, primary screen, biochemical, uHTS, TR-FRET, eIF4GI fragment. Eukaryotic translation initiation factor 4E (Mus musculus) + Eukaryotic translation …. TR-FRET eIF4E-eIF4GI(517-606) binding, 2 h. inhibition, % at 21.7 µM. actives 0.37% (n = 220,000). AID 782, 2007;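 active means inhibition above about 30%, limit read from the data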;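 further: 0% = full FRET control wells and 100% = background wells lacking eIF4GI fragment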
# L929 necroptosis – inhibitors of zVAD-triggered necroptosis, primary screen, L929 cells; viability rescue, % at 10 µM; L929 zVAD necroptosis rescue, ATP luminescence, 24 h; with zVAD 60 µM; actives 0.38% (n = 220,000);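 active means activation, scaled between plate controls, above about 75%, limit read from the data; inactive means activation under that limit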;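 further: 0% = zVAD with DMSO and 100% = DMSO alone without zVAD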
# Calpain2 inh – inhibitors of pig calpain II, primary screen, biochemical, fluorogenic peptide substrate, 1536-well. actives 0.37% (n = 220,000). purified calpain II, 30 min. inhibition, % at 16 µM. AID 1236, 2008;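 active means inhibition above about 50%, limit read from the data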
# 14-3-3 Bad inh – inhibitors of 14-3-3 zeta/Bad binding, primary screen, biochemical, TR-FRET, bovine 14-3-3 zeta; 14-3-3 protein zeta/delta (Bos taurus), P63103; TR-FRET 14-3-3zeta/Dy647-pBad peptide displacement, 1 h; inhibition, % at 21.7 µM; actives 0.71% (n = 220,000);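 active means inhibition above about 70%, limit read from the data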;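 further: 0% = full 14-3-3 plus peptide FRET controls and 100% = background without 14-3-3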
# Target sequence (P63103 whole entry, looked up): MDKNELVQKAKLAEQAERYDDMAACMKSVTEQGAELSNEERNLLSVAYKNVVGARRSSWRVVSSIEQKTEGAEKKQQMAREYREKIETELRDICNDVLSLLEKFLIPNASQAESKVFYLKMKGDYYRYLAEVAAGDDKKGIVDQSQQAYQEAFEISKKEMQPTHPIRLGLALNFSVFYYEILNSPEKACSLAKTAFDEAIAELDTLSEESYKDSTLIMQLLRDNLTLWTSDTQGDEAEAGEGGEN
# Hck-Nef inh – inhibitors of Nef-activated human Hck kinase, primary screen, biochemical, Z-Lyte FRET, 384-well, Hck-YEEI; Tyrosine-protein kinase HCK (Homo sapiens), P08631; Recombinant Hck-YEEI plus Nef, Z-Lyte FRET kinase assay; inhibition, % at 20 µM; actives 0.68% (n = 220,000); AID 463187, 2010;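 active means Hck-Nef kinase inhibition above about 50%, limit read from the data; inactive means inhibition below that limit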;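 further: 0% = DMSO with Hck plus Nef and 100% = Hck alone without Nef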
# An asterisk follows results filed as active; i = inactive; · = no result given; & = joins results of further samples; [ ] = dose if it differs, or a comment.
SMILES,Tb hexokinase,Rad51 HR inh,EP2 modulator,EP2 antag,eIF4E 4G PPI,L929 necroptosis,Calpain2 inh,14-3-3 Bad inh,Hck-Nef inh
NS(=O)(=O)c1ccc(N/C=C\C(=O)c2cccc3ccccc23)cc1,-23,-15,1,12,-1,0.0,34,-2,14
O=[N+]([O-])c1ccc(COc2ccccc2/C=N/O)cc1,5,-7,-54,10,-1[fluorescence artefact?],0.7,-11,5[fluorescence artefact?],4
CCc1ccc(C(=O)NCc2cnn(C)c2)s1,1,-6,16,7,-5,3.4,-15,-8,12
Cc1ccc(S(=O)(=O)N2CCOCC2)cc1C(=O)N1CCOCC1,2,8,13,8,-4[fluorescence artefact?],0.9,-22,-14,-2
CN(C)c1ccc(/C=N/NC(=O)C(=O)/C=C2\NC3(CCCC3)Cc3ccccc32)cc1,-14,8,-1,6,-2[fluorescence artefact?],3.3,-15,5,4
CC(=O)C1=C(C)NC(=O)NC1c1cccc([N+](=O)[O-])c1O (stereo not given),-12,12,-5,5,-3,2.5,-2,-3,19
Cc1ccccc1C(=O)Nc1nnc(-c2cccnc2)o1,-1,0,7,10,-8,0.7,5,-11,-9
O=C(NCc1ccccc1)NC1(C(=O)N2CCN3CCCC3C2)CCCCC1 (stereo not given),-4,7,30,7,1,-0.4,-20,2,-21
C/C(=N\NC(=O)c1cccnc1)c1nnn(-c2nonc2N)c1C,-2,5,14,5,-2,0.1,-9,-5,1
CCOC(=O)c1sc2nc3c(SCC(=O)O)cc(C(=O)c4cc(F)ccc4O)cn3c(=O)c2c1C,40,-18,77*,6,22[fluorescence artefact?],0.7,9,4,2
O=C(NCc1ccc2c(c1)OCO2)c1cc(-c2ccccn2)nc2ccccc12,-10,-5,-58,5,-4,-0.1,16,-4,19
Cc1ccccc1N=CC1=C(O)c2ccccc2C1=O,-24,11,21,4,-3,0.0,-26,4,22
NC1=NC(=O)/C(=C/c2cccs2)S1,-39,2,0,5,-3,1.0,-7,-2,13
COc1ccc(C(=O)COC(=O)c2nn(C)c(=O)c3ccccc23)c(OC)c1,-2,3,-20,6,7,2.5,-24,-2,28
NC(=O)NCc1ccc(C(=O)OCc2ccncc2)cc1,-5,-6,7,6,0,7.2,-10,10,-3
CCSc1nnc(-c2cccnc2)n1-c1ccc(C)c(Cl)c1,-10,2,24,6,-1,-1.5,-2,-3,-2
Cn1c(-c2ccc3nc(N)sc3c2)nc2cc(N)ccc21,-47,-4,7&-27,13&17,7[fluorescence artefact?],0.3,i,-2[fluorescence artefact?],-1
CCn1nnnc1SCC(=O)Nc1nc(C)c(C)s1,-6,-5,8,4,-3[fluorescence artefact?],0.1,24,-5,0
C=CCN1C(=O)/C(=N/n2cnnc2)c2ccccc21,25,8,31,14,2,0.5,4,8,2
CCCNC(=O)Cn1cnc2sc(C(=O)N3CCN(Cc4ccc5c(c4)OCO5)CC3)c(C)c2c1=O,-5,-4,7,6,0,2.1,2,-5,9
Nc1nc(CSc2ccccc2)nc(N2CCCCC2)n1,-5,5,-17,12,3,0.2,6,-11,13
COc1ncnc2c1oc1nc(CC(C)C)c3c(c12)CC(C)(C)OC3,0,4,45,6,-3,0.4,0,14,0
CC(=O)Nc1cccc(C(=O)/C=C/c2ccc(F)cc2)c1,-22,3,-66,2,0,0.7,-18,0,28
CCOC(=O)Cn1c(=O)n(Cc2ccco2)c(=O)c2ccc(C(=O)NCCc3ccccc3)cc21,2,-8,25,9,-20,-0.1,-326,-6,0
COCCNC(=O)c1ccc2c(=O)n(Cc3ccco3)c(SCC(=O)NC3CCCC3)nc2c1,-8,5,20,0,0,0.2,-18,7,1
# Following part.
SMILES,Tb hexokinase,Rad51 HR inh,EP2 modulator,EP2 antag,eIF4E 4G PPI,L929 necroptosis,Calpain2 inh,14-3-3 Bad inh,Hck-Nef inh
COc1cc(/C=N/NC(=O)Cn2cnc3c2c(=O)n(C)c(=O)n3C)cc(OC)c1OC,-10,-1,-24,6,-4,0.2,-6,-6,10
Cc1ccc(NC(=O)CNS(=O)(=O)c2cccs2)cc1F,3,·,11,6,-2,·,24,3,3
O=c1[nH]c(SCc2ccc(F)cc2Cl)nc2ccccc12,2,-22,5,6,6,9.0,-2,-7,2
O=C(N/N=C/c1cccc(F)c1)c1ccc(Cl)cc1,1,·,-6,9,-4,0.8,-17,-6,23
CCCCNC(=O)Nc1ccccc1C(=O)NCCC,2,0,6,7,0,-1.3,-23,5,-11
Nc1ncnc2c1ncn2CCN1CCOCC1,0,-6,-8,9,0[fluorescence artefact?],0.0,-13,8[fluorescence artefact?],2
CCCCn1nnnc1SCC(=O)NNC(=O)c1ccco1,1,-2,26,4,2,6.4,-18,-10,15
Cc1[nH]c2ccccc2c1C(=O)CSCC(=O)O,-10,-1,3,4,-1,0.0,-1,1,2
C/C(=C\C(=O)c1ccc(Cl)cc1)Nc1ccc(N2CCOCC2)cc1,-22,·,-7,·,4,1.1,-46,9,9
Cc1cccc(OCCN2CSC(=S)N(C)C2)c1,3,1,-2,13,-10,-1.1,15,-18,0
C/C(=N\NC(=O)c1ccco1)c1ccc(NC(=O)c2cccs2)cc1,-25,4,-26,5,4[fluorescence artefact?],1.7,16,-4,3
CCN(CC)C(=O)c1[nH]cnc1C(=O)Nc1ccc(OC)cc1,-1,-3,-1,12,-1,0.8,-18,-2,26
CC(=O)Nc1nc(C)c(C(C)C)s1,-3,-4,15,11,3,0.8,18,4,-8
COC(=O)C1CCN(c2c([N+](=O)[O-])cc(C(F)(F)F)cc2[N+](=O)[O-])CC1,-1,15,42,9,·,-0.1,-31,·,0
CCOC(=O)C1(N(CC)CC)Sc2cc(C)ccc2NC1=O (stereo not given),27,·,11,·,1,0.6,20,5,3
S=C(Nc1ccc2nsnc2c1)NC1CCCCC1,24,-27,-81,29,-3,0.1,19,9,0
Cc1ccc(-n2c(C)cc(/C=N/NC(=O)c3ccncc3)c2C)cc1C,-15,-4,-26,4,1,1.1,6,-11,-14
COC(=O)c1c(-c2ccc(F)cc2)noc1N,-1,-6,27,2,-9,-0.9,-39,-6,6
O=C(NCc1ccco1)c1cc(-c2ccccn2)nc2ccccc12,-8,8,-4,9,0[fluorescence artefact?],0.6,11,-7,-3
COc1ccc(N(C(=O)c2ccco2)S(=O)(=O)c2cccs2)cc1,5,10,-11,26,6,-0.1,-22,1,-7
CCOc1cc(/C=N/Nc2nc(N3CCCCC3)nc(N3CCCCC3)n2)ccc1OC(=O)c1ccco1,-17,22,44,7,-5,3.8,-81,-22,-45
Cc1ccc(/C=N/NC(=O)c2cccs2)o1,-53,-1,9,4,-1,0.4,10,-7,6
COc1ccc(NS(=O)(=O)c2cc(NC(=O)c3cc(F)c(F)c(F)c3F)ccc2N2CCCC2)cc1,-6,·,-2,4,-10,0.6,0,5,25
Cc1csc(-c2cnn(-c3ccccc3)c2NC(=O)c2ccc(C(F)(F)F)cc2)n1,-9,-4,-26,13,-4,-0.2,-150,-5,-1
Cc1ccc(Nc2nc3ccccc3nc2-n2nc(C)cc2C)cc1,-2,4,49,8,52*,-0.7,-18,6[fluorescence artefact?],1
# The list goes on.
SMILES,Tb hexokinase,Rad51 HR inh,EP2 modulator,EP2 antag,eIF4E 4G PPI,L929 necroptosis,Calpain2 inh,14-3-3 Bad inh,Hck-Nef inh
O=C(CNC(=O)c1ccc(-c2ccccc2)cc1)Nc1ccc(S(=O)(=O)Nc2ncccn2)cc1,-12,-16,-14,13,0,2.4,37,-3,19
CSc1ccccc1NC(=O)COc1ccccc1C,1,-1,29,5,2,7.1,69*,6,-43
CN(C)C(=O)c1nnc(Cc2ccc(Cl)cc2)o1,-5,·,-5,8,-3,·,-9,6,-7
Cc1nc2nc(-c3ccc(Cl)cc3)nn2c(C)c1Cl,-1,·,20,·,-15,-0.1,0,2[fluorescence artefact?],1
Cc1noc(NS(=O)(=O)c2ccc(N3C(=O)c4ccccc4C3=O)cc2)c1C,-3,0,22,17,-4,0.0,-5,4,-1
CCCc1cc(C(=O)OC)c2ccccc2n1,-10,·,43,8,-3,-0.6,-13,10,1
CCn1c(CSc2ncccn2)nnc1SCC(=O)N1CCc2ccccc21,4,·,19&-22,14,-4,-0.2,24,9,2
Clc1nnc(N/N=C/c2ccccc2)c2ccccc12,-25,1,33,5,6,0.5,15,5,2
Cn1c(Cn2c(=O)sc3ccccc32)nnc1SCc1ccccc1,-5,5,13,8,-2,2.9,-3,10,-1

# 12 successive compounds already listed, for reference:
SMILES,Tb hexokinase,Rad51 HR inh,EP2 modulator,EP2 antag,eIF4E 4G PPI,L929 necroptosis,Calpain2 inh,14-3-3 Bad inh,Hck-Nef inh
Cc1ccc(/C=N/NC(=O)c2cccs2)o1,-53,-1,9,4,-1,0.4,10,-7,6
COc1ccc(NS(=O)(=O)c2cc(NC(=O)c3cc(F)c(F)c(F)c3F)ccc2N2CCCC2)cc1,-6,·,-2,4,-10,0.6,0,5,25
Cc1csc(-c2cnn(-c3ccccc3)c2NC(=O)c2ccc(C(F)(F)F)cc2)n1,-9,-4,-26,13,-4,-0.2,-150,-5,-1
Cc1ccc(Nc2nc3ccccc3nc2-n2nc(C)cc2C)cc1,-2,4,49,8,52*,-0.7,-18,6[fluorescence artefact?],1
O=C(CNC(=O)c1ccc(-c2ccccc2)cc1)Nc1ccc(S(=O)(=O)Nc2ncccn2)cc1,-12,-16,-14,13,0,2.4,37,-3,19
CSc1ccccc1NC(=O)COc1ccccc1C,1,-1,29,5,2,7.1,69*,6,-43
CN(C)C(=O)c1nnc(Cc2ccc(Cl)cc2)o1,-5,·,-5,8,-3,·,-9,6,-7
Cc1nc2nc(-c3ccc(Cl)cc3)nn2c(C)c1Cl,-1,·,20,·,-15,-0.1,0,2[fluorescence artefact?],1
Cc1noc(NS(=O)(=O)c2ccc(N3C(=O)c4ccccc4C3=O)cc2)c1C,-3,0,22,17,-4,0.0,-5,4,-1
CCCc1cc(C(=O)OC)c2ccccc2n1,-10,·,43,8,-3,-0.6,-13,10,1
CCn1c(CSc2ncccn2)nnc1SCC(=O)N1CCc2ccccc21,4,·,19&-22,14,-4,-0.2,24,9,2
Clc1nnc(N/N=C/c2ccccc2)c2ccccc12,-25,1,33,5,6,0.5,15,5,2

# These rows are one share of the data; rates above refer to the full screens.
